Compound activity from PubChem BioAssay.
PglD DTNB: PglD (C. jejuni) enzyme inhibition; purified PglD enzyme, DTNB colorimetric CoA detection; inhibition, % at 12.5 µM; actives 0.098% (n = 360,000); in the data active = inhibition above about 16%, passing the limit was not always enough; inconclusive = no clear call, values can overlap the other calls; note: strong numbers were not always called active
ERp5 block: blocks human ERp5 reductase activity on insulin; Q15084; ERp5 insulin aggregation, absorbance 650 nm, 90 min; inhibition, % at 9.99 µM; actives 0.05% (n = 350,000); AID 651711;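 active = mean replicate inhibition above about 25%, with every replicate also reaching it, limit read from the data, passing the limit was not always enough; inconclusive = only one of those two criteria met; inactive = neither criterion met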
ARNT-TACC3 inh: ARNT/TACC3 interaction disruption; inhibition, % at 9.99 µM; actives 0.66% (n = 390,000); AlphaScreen His-ARNT PAS-B/GST-TACC3 binding, luminescence; TACC3 fragment carries E629A point mutation;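 active = mean inhibition of replicates at least 50% and at least half of replicates each reaching 50%; inconclusive = half or more replicates reach 50% but mean below 50%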;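 note: 0% = complete ARNT plus TACC3 wells and 100% = ARNT alone without TACC3; many hits fall short of the cut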
RAD52 anneal inh: RAD52 (human) annealing inhibition; AID 651710; recombinant RAD52 DNA annealing, FRET fluorescence; actives 0.46% (n = 360,000); inhibition, % at 18.7 µM; P43351;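 active = every replicate showing at least 50% inhibition; inconclusive = mean inhibition at least 50% but not in every replicate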
RAD54 inh: inhibitors of human RAD54 branch migration | Q92698 | inhibition, % at 10.4 µM | actives 0.14% (n = 360,000) | RAD54 Holliday junction branch migration, FAM/BHQ fluorescence;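 active = mean normalized replicate activity at least 40 and at least half of replicates scoring 40 or more; inconclusive = only one of the two criteria met; inactive = mean below 40 and under half of replicates reaching 40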;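 note: 0% = median of neutral control wells and 100% = median of positive control wells; inhibitors cause a drop in the FAM fluorescence signal; in these data hits start at about 50%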
Target sequence (Q92698 whole entry, looked up): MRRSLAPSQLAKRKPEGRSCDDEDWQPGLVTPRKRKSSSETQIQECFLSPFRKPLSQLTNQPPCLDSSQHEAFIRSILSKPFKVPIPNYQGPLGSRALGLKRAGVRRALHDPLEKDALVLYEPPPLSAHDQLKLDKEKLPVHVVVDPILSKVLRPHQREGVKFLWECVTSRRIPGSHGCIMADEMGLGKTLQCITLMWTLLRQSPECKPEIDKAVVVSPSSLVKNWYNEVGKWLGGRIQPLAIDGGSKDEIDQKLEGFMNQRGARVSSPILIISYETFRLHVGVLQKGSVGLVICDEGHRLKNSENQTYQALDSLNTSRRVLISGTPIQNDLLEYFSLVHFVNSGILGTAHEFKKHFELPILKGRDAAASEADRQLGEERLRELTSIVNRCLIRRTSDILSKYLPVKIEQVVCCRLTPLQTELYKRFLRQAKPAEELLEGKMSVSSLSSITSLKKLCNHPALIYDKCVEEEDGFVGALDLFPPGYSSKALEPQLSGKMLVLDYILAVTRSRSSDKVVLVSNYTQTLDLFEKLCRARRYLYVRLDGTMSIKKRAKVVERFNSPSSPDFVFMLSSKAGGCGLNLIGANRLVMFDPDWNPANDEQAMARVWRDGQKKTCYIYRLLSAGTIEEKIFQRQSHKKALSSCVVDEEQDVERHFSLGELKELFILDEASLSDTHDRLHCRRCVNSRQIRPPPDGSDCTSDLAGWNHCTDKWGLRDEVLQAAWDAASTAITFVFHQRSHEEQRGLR
CASP6 VEID inh: caspase-6 (human) enzyme inhibition; P55212; purified caspase-6, Z-VEID-R110 cleavage fluorescence; inhibition, % at 12.5 µM; actives 0.53% (n = 350,000);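 active = mean inhibition across replicates at least about 35%, with every replicate also reaching that limit, limit read from the data; inconclusive = only one of the two criteria met; inactive = neither criterion met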;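 note: 0% = median of neutral control wells and 100% = no fluorescence left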
Target sequence (P55212 24-179 limits assumed): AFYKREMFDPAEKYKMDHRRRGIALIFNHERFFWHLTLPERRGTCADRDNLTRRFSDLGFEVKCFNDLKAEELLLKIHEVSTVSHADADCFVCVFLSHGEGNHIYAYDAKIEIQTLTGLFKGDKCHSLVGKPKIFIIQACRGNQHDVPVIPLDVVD
Target sequence (P55212 194-293 limits assumed): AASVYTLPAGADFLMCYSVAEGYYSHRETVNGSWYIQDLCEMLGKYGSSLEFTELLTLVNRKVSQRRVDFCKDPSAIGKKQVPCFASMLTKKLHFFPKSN
esBAF inh: inhibitors of esBAF chromatin remodeling in mouse ES cells. Bmi1-luciferase knock-in reporter, 24 h; 100% = twice the neutral-well signal. reporter increase, % at 12.5 µM. actives 2% (n = 350,000); in the data active = activation above about 40%; inconclusive = no clear call, values can overlap the other calls;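 note: 0% = median of the plate's neutral control wells and 100% = double that signal; a rise in the Bmi1 reporter signal indicates esBAF inhibition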
E-sel inducer: E-selectin induction on HUVECs; P16581; HUVEC E-selectin immunofluorescence imaging; normalized: neutral wells 0, TNF-alpha wells 100; actives 0.37% (n = 260,000); activation, % at 7.58 µM;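 active = mean E-selectin-positive cell signal at least 10% of the positive control, reached in at least 60% of replicates, without over 20% cell loss; inconclusive = no rule given, readout overlaps actives, possibly toxicity-flagged; inactive = the rest, including those meeting only one limit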;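 note: in these data hits start at about 27%; measured in HUVEC primary endothelial cells; signal is the percent of cells scored E-selectin positive by PE staining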
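Assay system: HUVEC, human umbilical vein endothelial cells / Amount: 3,000 HUVEC/well / Controls: TNF-alpha positive control, DMSO neutral control / Compound dosing: single concentration / Medium: EGM-2 over gelatin coat / Evaluation: percent E-selectin-positive cells / Signal: immunofluorescence imaging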
Active calls of the source: *; ? = inconclusive; / = no result given.

1	O=C(C[C@@H]1C/C=C\CCCC(=O)OC[C@@H](c2ccccc2)NC1=O)NCCO
2	O=[N+]([O-])c1ccc(Oc2cccnc2)nc1
3	COCC(=O)Nc1cc(C)cn(Cc2ccc(F)cc2)c1=O
4	Cc1cc(C)c(C)c(S(=O)(=O)NC(C(=O)O)C(C)C)c1C (stereo unspecified)
5	CCCCn1c(NC(=O)c2ccccc2)nc2ccccc21
6	CN(C)CC(=O)Nc1ccc2c(c1)[C@@H]1C[C@@H](CC(=O)NCc3ccccc3)O[C@@H](CO)[C@@H]1O2
7	COc1cccc(Oc2ccc(S(=O)(=O)N3CCCC3)cc2[N+](=O)[O-])c1
8	COc1cccc(NC(=O)N(C)C[C@H]2OCc3ccccc3-c3ccccc3C(=O)N([C@@H](C)CO)C[C@H]2C)c1
Assay by compound	1	2	3	4	5	6	7	8
PglD DTNB	-6	/	-5	-5	3	-3	-1	-38
ERp5 block	6	1	-1	0	/	2	-2	5
ARNT-TACC3 inh	14	-5	-3	-3	-1	-5	-24	4
RAD52 anneal inh	3	-1	-7	-7	/	-21	-6	-12
RAD54 inh	-8	/	8	-7	14	2	5	0
CASP6 VEID inh	-3	4	1	4	/	-2	1	1
esBAF inh	-6	/	15	-9	4	-2	2	-11
E-sel inducer	0.0	0.6	/	/	/	-0.6	-0.1	6.4

9	COc1ccnc(Oc2ccc(F)cc2)c1C(=O)N/C=N/OCc1c(Cl)cccc1Cl
10	O=C(NNc1ccc(Cl)cc1)c1c(F)cccc1Cl
11	CC(C)CC#Cc1ccc2c(c1)O[C@H](CN(C)Cc1ccc3c(c1)OCO3)[C@@H](C)CN([C@H](C)CO)S2(=O)=O
12	COc1ccc([C@@H]2C[C@H](c3ccccc3)Oc3cc(C)cc(C)c32)cc1
13	O=C(COc1cc2oc(=O)c3c(c2cc1Cl)CCC3)Nc1ccccn1
14	O=C1CSC(=S)N1Cc1cccnc1
15	Cc1ccc(-c2nn(-c3ccccc3)cc2NC(=O)CCl)cc1
16	O=C(Nc1ccncc1)Nc1ccc(F)c(Cl)c1
Assay by compound	9	10	11	12	13	14	15	16
PglD DTNB	2	/	/	2	-2	-4	/	-1
ERp5 block	/	4	8	/	-3	/	1	5
ARNT-TACC3 inh	-3	7	/	-4	-1	-9	-8	-21
RAD52 anneal inh	/	-9	14	/	-17	/	-35	-13
RAD54 inh	-10	/	/	-8	-4	-20	/	-3
CASP6 VEID inh	/	0	0	/	4	/	1	2
esBAF inh	6	-1	/	-17	1	8	/	-9
E-sel inducer	/	0.2	-0.2	-0.2	/	/	-0.1	2.4

17	Cc1ccc(S(=O)(=O)N2CCN(C(=O)CN3C(=O)c4ccc([N+](=O)[O-])cc4C3=O)CC2)cc1C
18	O=C(CN1C(=O)CCC1=O)Nc1ccc2c3c(cccc13)CC2
19	CCCNC(=O)N(C)C[C@@H]1Oc2cc(-c3ccccc3F)ccc2S(=O)(=O)N([C@H](C)CO)C[C@@H]1C
20	Cc1ccc(OC(=O)CCC(=O)Nc2ccc(S(=O)(=O)Nc3cc(C)on3)cc2)cc1
21	O=C(C1CCC1)N1CC(=O)N2[C@@H](CO)[C@@H](c3ccc(-c4ccccc4F)cc3)[C@@H]2C1
22	C[C@@H]1CN([C@@H](C)CO)C(=O)c2cccc(NC(=O)C3CCOCC3)c2O[C@H]1CN(C)C
23	C[C@H](CO)N1C[C@H](C)[C@@H](CN(C)CC2CC2)Oc2cc(-c3cccnc3)ccc2S1(=O)=O
24	COC(=O)CCCC[C@@H]1O[C@H](CCc2ccccc2)Cc2[nH]c(=S)[nH]c(=O)c21
Assay by compound	17	18	19	20	21	22	23	24
PglD DTNB	0	2	2	-1	/	-7	-1	/
ERp5 block	-5	/	7	/	2	0	5	-1
ARNT-TACC3 inh	-1	-11	-5	0	/	7	2	/
RAD52 anneal inh	2	/	-20	/	2	-13	7	-25
RAD54 inh	2	-2	11	-9	/	0	6	/
CASP6 VEID inh	4	/	7	/	3	1	-2	4
esBAF inh	-6	2	-1	-6	/	-2	-4	/
E-sel inducer	-1.9	/	0.3	/	0.0	0.1	1.8	-0.4

25	O=C(NCC[C@@H]1CC[C@H](NC(=O)c2cccnc2)[C@H](CO)O1)Nc1ccc(C(F)(F)F)cc1
26	COc1ccc([N+](=O)[O-])cc1NC(=O)c1ccccc1N(C)S(C)(=O)=O
27	COc1ccc(NS(=O)(=O)c2cccc(C(=O)NCCc3ccc(S(N)(=O)=O)cc3)c2)cc1
28	CC(=O)NCCc1ccc(O)cc1
29	COc1cc(C(=O)Nc2c(C(=O)O)[nH]c3ccc(C)cc23)cc(OC)c1OC
30	C[C@H](CO)N1C[C@H](C)[C@@H](CN(C)S(=O)(=O)c2cn(C)cn2)Oc2ccc(NS(=O)(=O)c3cn(C)cn3)cc2CC1=O
31	O=C(Nc1ccccc1Cl)c1ccc2nsnc2c1
32	O=C(CSc1nnc2ccc(-c3ccccn3)nn12)Nc1ccccc1F
Assay by compound	25	26	27	28	29	30	31	32
PglD DTNB	-8	7	1	1	-3	0	/	/
ERp5 block	8	3	2	1	1	-1	3	0
ARNT-TACC3 inh	/	-30	0	-10	6	-13	-21	-1
RAD52 anneal inh	-4	6	9	0	-14	-3	-1	4
RAD54 inh	6	-2	-1	-6	-5	-1	/	/
CASP6 VEID inh	2	2	-2	-2	3	4	2	-2
esBAF inh	2	-8	4	-1	-1	1	23	/
E-sel inducer	0.5	-0.2	0.0	/	0.0	0.0	?	-0.1

Numbers 23–30 from above:
23	C[C@H](CO)N1C[C@H](C)[C@@H](CN(C)CC2CC2)Oc2cc(-c3cccnc3)ccc2S1(=O)=O
24	COC(=O)CCCC[C@@H]1O[C@H](CCc2ccccc2)Cc2[nH]c(=S)[nH]c(=O)c21
25	O=C(NCC[C@@H]1CC[C@H](NC(=O)c2cccnc2)[C@H](CO)O1)Nc1ccc(C(F)(F)F)cc1
26	COc1ccc([N+](=O)[O-])cc1NC(=O)c1ccccc1N(C)S(C)(=O)=O
27	COc1ccc(NS(=O)(=O)c2cccc(C(=O)NCCc3ccc(S(N)(=O)=O)cc3)c2)cc1
28	CC(=O)NCCc1ccc(O)cc1
29	COc1cc(C(=O)Nc2c(C(=O)O)[nH]c3ccc(C)cc23)cc(OC)c1OC
30	C[C@H](CO)N1C[C@H](C)[C@@H](CN(C)S(=O)(=O)c2cn(C)cn2)Oc2ccc(NS(=O)(=O)c3cn(C)cn3)cc2CC1=O
Assay by compound	23	24	25	26	27	28	29	30
PglD DTNB	-1	/	-8	7	1	1	-3	0
ERp5 block	5	-1	8	3	2	1	1	-1
ARNT-TACC3 inh	2	/	/	-30	0	-10	6	-13
RAD52 anneal inh	7	-25	-4	6	9	0	-14	-3
RAD54 inh	6	/	6	-2	-1	-6	-5	-1
CASP6 VEID inh	-2	4	2	2	-2	-2	3	4
esBAF inh	-4	/	2	-8	4	-1	-1	1
E-sel inducer	1.8	-0.4	0.5	-0.2	0.0	/	0.0	0.0

Going on with the list:
33	C/C(=N\NC(=O)c1c(Cl)cnn1C)c1cccc(NC(=O)COc2ccccc2)c1
34	C[C@@H]1CCCCO[C@@H](CN(C)Cc2ccc(C(F)(F)F)cc2)[C@H](C)CN([C@@H](C)CO)C(=O)c2cc(NS(=O)(=O)c3ccccc3)ccc2O1
35	CCc1nc(SCC(=O)NNC(=O)c2ccc(OC)cc2)c2ccccc2n1
36	C1=CC2c3ccccc3NC(c3ccncc3)C2C1 (stereo unspecified)
37	CCOC(=O)c1cnc(SCC(=O)OC)nc1N
38	COc1cccc(CNC(=O)c2ccccc2SCC(=O)N2CCCC2)c1
39	COc1ccccc1-c1ccc2c(c1)O[C@H](CN(C)C(=O)Nc1cccc(F)c1)[C@H](C)CN([C@H](C)CO)S2(=O)=O
40	Cc1ccc(C2/C(=C(\O)c3ccc4c(c3)OCCO4)C(=O)C(=O)N2Cc2cccnc2)cc1 (stereo unspecified)
Assay by compound	33	34	35	36	37	38	39	40
PglD DTNB	0	2	/	1	/	0	-2	6
ERp5 block	/	-7	-5	/	-1	-4	0	-14
ARNT-TACC3 inh	-4	6	-9	8	-5	-1	-6	-1
RAD52 anneal inh	/	21	-18	/	2	1	11	1
RAD54 inh	0	-3	/	-6	/	-2	9	-15
CASP6 VEID inh	/	1	2	/	0	-4	2	4
esBAF inh	34	7	-2	-4	/	-2	-1	-3
E-sel inducer	/	-0.2	1.1	/	/	-2.2	/	/

41	COc1cccc(CN(CC(=O)NCc2ccccc2)S(=O)(=O)CCl)c1
42	CCC(=O)N1CCN(c2cc(N3CCN(C)CC3)c(F)cc2[N+](=O)[O-])CC1
43	Nn1cc(-c2ccccc2)nc1SCC(=O)NCC1CCCO1 (stereo unspecified)
44	COC(=O)C[C@@H]1C[C@@H]2c3cc(NC(=O)Nc4ccccc4F)ccc3O[C@@H]2[C@@H](CO)O1
45	CCCCSc1n[nH]c(=S)c2nc[nH]c12
46	CN1CCN(C(=O)C[C@H]2C=C[C@@H](NC(=O)Cc3ccccn3)[C@@H](CO)O2)CC1
47	O=C(NCC1CC1)[C@@H]1N[C@@H]2c3ccc(C4=CCCCC4)c(=O)n3C[C@@H]2[C@H]1CO
48	CC[C@H](C)[C@H](NC(=O)[C@H](Cc1ccc(O)cc1)NC(=O)[C@@H](N)C(C)C)C(=O)N[C@@H](Cc1cnc[nH]1)C(=O)N1CCC[C@H]1C(=O)N[C@@H](Cc1ccccc1)C(=O)O
Assay by compound	41	42	43	44	45	46	47	48
PglD DTNB	1	-6	/	4	2	0	4	-2
ERp5 block	-7	1	-3	-19	-2	0	-3	/
ARNT-TACC3 inh	-5	3	1	-5	7	-4	-4	-3
RAD52 anneal inh	-7	-5	-7	33	-8	-3	5	/
RAD54 inh	0	-7	/	-22	14	2	7	9
CASP6 VEID inh	0	5	1	-6	1	6	0	/
esBAF inh	3	-9	/	19	18	-1	-1	-7
E-sel inducer	-0.5	1.7	6.4	0.5	0.2	0.5	-0.1	/

49	CCc1ccc(NC(=O)Cn2c(=O)c3cccn3c3ccccc32)cc1
50	C[C@@H]1CN([C@@H](C)CO)C(=O)c2cc(NC(=O)NC3CCCCC3)ccc2O[C@H]1CN(C)S(=O)(=O)c1ccc(F)cc1
51	CN(CCCCCCN(C)Cc1ccccc1O)Cc1ccccc1O
52	COc1ccccc1CC(=O)N1CCN(c2ccccc2F)CC1
53	C[C@H](CO)N1C[C@H](C)[C@@H](CN(C)S(=O)(=O)c2ccc(F)cc2)Oc2ncc(-c3cccc(C(=O)N(C)C)c3)cc2C1=O
54	C[C@H]1CN([C@@H](C)CO)C(=O)c2cc(C#CC(C)(C)O)cnc2O[C@@H]1CN(C)C(=O)CN(C)C
55	O=C(COc1ccc(S(=O)(=O)N2CCCCC2)cc1)Nc1ccccc1F
56	CCOc1cccc(SCc2noc(C(=O)NCCOC)c2C(=O)O)c1
Assay by compound	49	50	51	52	53	54	55	56
PglD DTNB	4	3	-10	2	-1	-4	0	7
ERp5 block	2	-2	3	2	-5	-2	1	-2
ARNT-TACC3 inh	-3	2	-2	1	-7	1	-4	-19
RAD52 anneal inh	-32	-25	-4	-15	-8	-1	-7	-4
RAD54 inh	11	9	2	-6	-5	6	4	-14
CASP6 VEID inh	4	1	-34	0	5	1	-2	1
esBAF inh	-10	-7	-6	-9	9	0	-5	-2
E-sel inducer	2.3	52	/	/	0.1	-0.2	-0.8	0.0
